FBA Mtb inh = inhibitors of M. tuberculosis fructose-bisphosphate aldolase; AID 588726; purified M. tuberculosis FBA, fluorescence read-out; P9WQA3; inhibition, % at 1 µM; 360,000 tested, 2.3% active; in the data active means inhibition above about 27%;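 further: 0% = vehicle and 100% = reference inhibitor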
Target sequence (P9WQA3 whole entry, looked up): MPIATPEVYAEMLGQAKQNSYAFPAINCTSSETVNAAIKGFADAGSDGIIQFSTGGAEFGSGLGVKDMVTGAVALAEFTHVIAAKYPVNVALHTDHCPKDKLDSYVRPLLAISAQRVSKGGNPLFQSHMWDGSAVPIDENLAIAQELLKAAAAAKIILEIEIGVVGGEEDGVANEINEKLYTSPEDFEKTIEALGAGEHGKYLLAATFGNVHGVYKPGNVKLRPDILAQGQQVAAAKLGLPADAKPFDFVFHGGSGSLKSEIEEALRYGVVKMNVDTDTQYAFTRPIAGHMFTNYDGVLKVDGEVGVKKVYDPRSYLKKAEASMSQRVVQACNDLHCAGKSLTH
DUSP3 inh = DUSP3 (human) phosphatase inhibition; AID 1654; P51452; inhibition, % at 13.3 µM; recombinant VHR phosphatase, pNPP absorbance; 290,000 tested, 0.52% active; in the data active means inhibition above about 50%; further: some compounds called inactive have numbers as strong as hits
Target sequence (P51452 whole entry, looked up): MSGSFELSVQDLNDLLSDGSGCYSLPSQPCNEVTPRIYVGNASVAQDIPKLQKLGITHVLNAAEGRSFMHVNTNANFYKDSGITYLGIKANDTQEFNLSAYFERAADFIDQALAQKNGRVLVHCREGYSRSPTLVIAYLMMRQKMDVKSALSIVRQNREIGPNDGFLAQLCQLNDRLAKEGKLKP
Vc quorum ag = induces V. cholerae light production without autoinducers. V. cholerae BH1578 lux reporter, luminescence, 6 h. 350,000 tested, 0.16% active. activation, % at 18.7 µM; in the data active means activation mostly above about 9.7%, no sharp cut-off; further: not every result past the cut was called active; inactives centre near 0; reference of the scale not given here
SARS 3CLpro inh = SARS-CoV 3CLpro protease inhibition; 290,000 tested, 0.14% active; inhibition, % at 6 µM; recombinant SARS-CoV 3CLpro, quenched FRET peptide cleavage; P0C6X7; in the data active means inhibition above about 12%
Mtb BioA inh = BioA (M. tuberculosis) enzyme inhibition | purified M. tuberculosis BioA enzyme, plate reader | inhibition, % at 9.99 µM | 360,000 tested, 0.096% active; in the data active means inhibition above about 40%
SSB-PriA inh = blocks PriA binding to SSB C-terminal tail. AlphaScreen SSBct-PriA binding, biotinylated peptide. inhibition, % at 33 µM. 430,000 tested, 0.6% active. AID 1272365; in the data active means inhibition mostly above about 37%, no sharp cut-off; inactive means mostly below about 20%;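 further: plate controls were negative control peptide for no effect and reference peptide for full effect; strong numbers were not always called active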
UGM FP inh = inhibitors of M. tuberculosis UDP-galactopyranose mutase. P9WIQ1. inhibition, % at 10 µM. 320,000 tested, 0.06% active. purified UGM, fluorescence polarization probe displacement; in the data active means inhibition above about 10%, passing the limit was not always enough
Target sequence (P9WIQ1 whole entry, looked up): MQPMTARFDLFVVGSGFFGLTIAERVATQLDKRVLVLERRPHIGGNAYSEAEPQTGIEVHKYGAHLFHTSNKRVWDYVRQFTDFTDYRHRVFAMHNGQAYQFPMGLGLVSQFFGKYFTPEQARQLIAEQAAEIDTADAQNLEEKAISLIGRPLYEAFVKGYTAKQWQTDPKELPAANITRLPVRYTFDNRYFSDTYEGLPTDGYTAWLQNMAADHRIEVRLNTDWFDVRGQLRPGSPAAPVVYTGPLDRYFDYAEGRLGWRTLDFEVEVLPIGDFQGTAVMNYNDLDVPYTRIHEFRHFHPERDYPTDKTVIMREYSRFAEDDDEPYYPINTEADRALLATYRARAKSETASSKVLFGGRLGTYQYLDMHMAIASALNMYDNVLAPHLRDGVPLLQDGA
Rv3671c protease = inhibitors of M. tuberculosis serine protease Rv3671c; P9WHR9; inhibition, % at 5.96 µM; AID 2606; 320,000 tested, 0.048% active; in the data active means inhibition above about 38%;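 further: extracellular domain of Rv3671c used as enzyme; 0% = enzyme with DMSO and 100% = no enzyme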
GDH-TPI counter = counter-screen for M. tuberculosis FBA inhibitors: GDH-TPI coupled enzymes. 360,000 tested, 1.2% active. inhibition, % at 4.8 µM. AID 588335. GDH-TPI coupled enzyme counterscreen, NADH absorbance; in the data active means inhibition above about 30%;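 further: 0% = DMSO wells and 100% = wells lacking the enzyme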
MazF activator = increases E. coli MazEF RNase cleavage of RNA | P0AE70 | FAM/BHQ RNA-DNA oligo cleavage fluorescence, 5 h | activation, % at 20 µM | 350,000 tested, 0.32% active | AID 504720; in the data active means activation above about 50%
Target sequence (P0AE70 whole entry, looked up): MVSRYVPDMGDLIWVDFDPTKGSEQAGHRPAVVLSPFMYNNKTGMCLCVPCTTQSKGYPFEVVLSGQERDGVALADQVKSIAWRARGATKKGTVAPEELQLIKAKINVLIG
An asterisk follows results filed as active; i = inactive; x = not tested or not shown; & = joins results of further samples. A portion of the library; count on the stated rates, not on these rows.

Results follow in this order: FBA Mtb inh, DUSP3 inh, Vc quorum ag, SARS 3CLpro inh, Mtb BioA inh, SSB-PriA inh, UGM FP inh, Rv3671c protease, GDH-TPI counter, MazF activator
1) CNC(=O)c1[nH]cnc1C(=O)N[C@@H](C)C(=O)OC(C)(C)C
 : -2, 25, 0.5, 5, -0.8, -12, 2.5, 4, -6, 8
2) COC(=O)c1ccc(NC(=O)Cn2c([N+](=O)[O-])cnc2C)cc1
 : 1, -4, -0.5, -3, 0.6, -11, 2.3, -4, 12, 14
3) O=C(NCCC(=O)N1CCOCCOCCOCCOCC1)OCc1ccccc1
 : -2, 5, -0.7, -6, x, -11, 0.6, -6, -1, 1
4) COc1ccc(C(O)c2nc(-c3ccoc3)cs2)cc1 (centres undefined)
 : 3, x, i, x, -0.6, x, x, x, 7, x
5) O=C(c1cccc(NS(=O)(=O)c2ccc(Br)cc2)c1)N1CCN(c2ccccc2O)CC1
 : 3, x, -0.2, x, 0.2, -5, x, x, 9, -1
6) c1ccc(Nc2nnc(-c3cccc4ccccc34)o2)cc1
 : 4, 35, -0.6, 3, -1.8, 3, -2.5, 5, 13, 11
7) Cc1sc2ncnc(SCC(=O)NC3CC3)c2c1C
 : 5, 0, 0.6, 1, -3.8, -24, 5.1, -3, 13, -3
8) O=S1(=O)CC(N2CCCCC2)C(N2CCCCC2)C1 (centres undefined)
 : 2, 11, -0.6, -3, -1.3, -1, -1.9, 2, -5, 6
9) COc1cc(/C=C/C(=O)OCC(=O)N2CCCCCC2)ccc1OCC#N
 : 10, 11, -0.4, -2, 0.3, 2, -1.2, 1, 8, -12
10) COc1ccc(-c2csc3nc(C)n(-n4cccc4)c(=O)c23)cc1
 : 5, 23, -0.4, -1, -3.2, -9, -2.4, 12, 16, 4
11) Nc1nnc(CC(=O)N/N=C/c2ccc(-c3ccc(F)cc3)o2)s1
 : 2, 0, -0.6, 0, 0.3, i, 0.5, -7, 21, 4
12) CCOC(=O)c1cnc2c(C)c(Cl)ccc2c1Nc1ccc(S(=O)(=O)Nc2ncccn2)cc1
 : x, -1, x, 3, x, x, 1.3, 0, x, x
13) CCOc1ccccc1NC(=O)c1cc(C(=O)c2cc(Br)ccc2O)coc1=N
 : 4, -8, -0.5, 5, x, -1, -0.7, -81, 31*, 16
14) NC(=O)c1c(NC(=O)c2ccccc2)sc2c1CCC2
 : 1, 21, i, -6, -1.8, 0, 0.1, -4, -2, -13
15) Cc1nn(C)c(C)c1S(=O)(=O)N(CC(=O)N1CCc2ccccc21)c1ccc(C(C)C)cc1
 : 1, 50*, -0.1, 2, 0.2, -13, 2.4, -1, -8, 9

A stretch from further up:
Results follow in this order: FBA Mtb inh, DUSP3 inh, Vc quorum ag, SARS 3CLpro inh, Mtb BioA inh, SSB-PriA inh, UGM FP inh, Rv3671c protease, GDH-TPI counter, MazF activator
1) CNC(=O)c1[nH]cnc1C(=O)N[C@@H](C)C(=O)OC(C)(C)C
 : -2, 25, 0.5, 5, -0.8, -12, 2.5, 4, -6, 8
2) COC(=O)c1ccc(NC(=O)Cn2c([N+](=O)[O-])cnc2C)cc1
 : 1, -4, -0.5, -3, 0.6, -11, 2.3, -4, 12, 14

The list goes on.
Results follow in this order: FBA Mtb inh, DUSP3 inh, Vc quorum ag, SARS 3CLpro inh, Mtb BioA inh, SSB-PriA inh, UGM FP inh, Rv3671c protease, GDH-TPI counter, MazF activator
16) CCC(=O)Nc1ccccc1
 : 5, 12, -0.6, 2, -1.3, -11, -2.7, -5, 10, 17
17) Cc1cccc(NC(=S)N/N=C/c2ccc(Cl)c([N+](=O)[O-])c2)c1
 : -1, 12, -0.4, -5, -1.7, x, 1.4, -4, 30, 4
18) Fc1ccc(NC2=NCCS2)cc1Cl
 : 1, 6, -1.2, -3, 0.4, -9, 4.5, 2, -3, -21
19) Cc1c(NC(=O)C(C)OC(=O)/C=C/c2ccc3c(c2)OCO3)c(=O)n(-c2ccccc2)n1C (centres undefined)
 : 12, 2, -0.4, 5, x, -6, -1.8, 8, 7, 8
20) CN(C)S(=O)(=O)c1ccc(-c2cn3ccccc3n2)cc1
 : 160*, 9, x, -1, -2.2, -5, 1.2, -12, 7, -2
21) CCN(CC)c1ccc(CNc2nc3ccccc3n2CCN2CCOCC2)cc1
 : 1, 19, -0.3, -2, -0.6, 13, 0.3, 0, -3, -2
22) CC(C)C[C@H](NC(=O)c1nc[nH]c1C(=O)NCCCCCNC(=O)OC(C)(C)C)C(=O)OC(C)(C)C
 : -2, 28, i, 2, 0.1, 4, 0.0, -7, 8, -2
23) CCn1c(=O)c(C(=O)Nc2ccccc2F)c(O)c2ccccc21
 : -1, 16, -0.6, 4, 2.0, 5, -1.7, 2, 10, 1
24) CCCC(=O)Nc1ccc(C(=O)N/N=C/c2ccc[nH]2)cc1
 : -1, -7, 0.2, -1, x, x, 0.1, 4, 20, -4
25) Cc1ccc(SCC(=O)NNC(=O)CNC(=O)c2ccccc2F)cc1
 : 2, x, i, x, -2.1, -8, -1.5, 2, 12, 2
26) O=C(Nc1ccc(N2CCOCC2)cc1)c1cn2ccccc2n1
 : -2, -3, i, -1, -1.3, -11, 0.3, -5, 8, -4
27) OCC1(Cc2ccccc2C(F)(F)F)CCN(Cc2cccc3cnccc23)CC1
 : 2, 17, -0.4, 4, 2.4, -10, 1.3, 6, 7, 2
28) COC(=O)CC(=O)CSc1nc2c(cc1C#N)CCC2
 : 24, -16, -0.6, -12, 3.7, 0, -1.7, 7, 16, 3
29) COc1cccc(C(=O)N2CCC(C(=O)NCc3ccco3)CC2)c1
 : -1, 36, i, 1, 0.6, 3, -2.4, -2, -1, 8
30) CCc1nc2c(OCCC3CCCCC3)cccn2c1N(C)C(=O)CC(C)C
 : 5, x, -0.7, x, 0.5, x, x, x, 18, x

Structures shown so far with a furan ring, fused or not:
Results follow in this order: FBA Mtb inh, DUSP3 inh, Vc quorum ag, SARS 3CLpro inh, Mtb BioA inh, SSB-PriA inh, UGM FP inh, Rv3671c protease, GDH-TPI counter, MazF activator
4) COc1ccc(C(O)c2nc(-c3ccoc3)cs2)cc1 (centres undefined)
 : 3, x, i, x, -0.6, x, x, x, 7, x
11) Nc1nnc(CC(=O)N/N=C/c2ccc(-c3ccc(F)cc3)o2)s1
 : 2, 0, -0.6, 0, 0.3, i, 0.5, -7, 21, 4
29) COc1cccc(C(=O)N2CCC(C(=O)NCc3ccco3)CC2)c1
 : -1, 36, i, 1, 0.6, 3, -2.4, -2, -1, 8

The listing continues.
Results follow in this order: FBA Mtb inh, DUSP3 inh, Vc quorum ag, SARS 3CLpro inh, Mtb BioA inh, SSB-PriA inh, UGM FP inh, Rv3671c protease, GDH-TPI counter, MazF activator
31) O=C1N[C@H](Cc2ccccc2)COC(=O)[C@H](Cc2ccc(F)cc2)CC/C=C/C[C@@H]1CC(=O)N(CCO)Cc1ccccc1
 : 4, x, i, x, 0.9, -9, -4.9, -2, 8, -3
32) O=C(NNC(=O)c1ccccc1O)c1ccc(Br)cc1
 : 1, 0, i, 5, 0.6, 14, 3.0, 7, -1, -2
33) O=C(OCC(=O)N1CCN(C(=O)COC(=O)c2ccc(O)cc2O)CC1)c1ccc(O)cc1O
 : -4, x, -0.4, x, -1.4, 5, 1.1, 2, 10, 8
34) O=C(NC1CCCC1)C1CCCN1C(=O)Nc1ccc(Cl)cc1 (centres undefined)
 : 1, 5, i, 3, -2.2, -9, 1.6, 4, 3, -7
35) O=C(O)CCc1ncc(C(F)(F)F)cc1Cl
 : 2, 15, 3.7, 2, -0.2, -12, 3.3, 2, -8, 0
36) CCC(C)NC(=O)Nc1ccc(Br)cc1 (centres undefined)
 : 0, 1, -0.2, 2, x, -25, -1.2, -3, -2, 4
37) CC(=O)N(C(C)=O)c1c(C#N)c(C)n(-c2ccccc2)c1C(=O)c1ccccc1
 : -2, 6, -0.2, 0, 0.4, 85*, 0.0, 5, 3, 0
38) CCC(C)NC(=O)N[C@@H](CCSC)C(=O)OC (some centres undefined)
 : 2, 56*, -0.4, 1, -1.7, -22, 0.3, -6, -6, -1
39) C[C@H](NC(=O)c1ccco1)C(=O)NCc1cccs1
 : 0, x, i, x, -1.2, -4, 1.0, -12, -6, 1
40) O=C(NCc1ccccc1Cl)C1CCN(S(=O)(=O)c2cccc3nonc23)CC1
 : -1, 26, i, -2, -1.2, -16, 1.1, -15, 2, -2
41) CC(C)OC(=O)c1ccccc1C(=O)c1ccc(N)c([N+](=O)[O-])c1
 : -5, 31, i, 1, x, -3, -0.3, -5, 13, 9
42) COc1ccc(C(C)=O)cc1COC(=O)c1ccc2ccccc2n1
 : 2, 14, -0.2, -2, -0.4, -20, -0.7, -8, 4, -5
43) COc1ccc(N2CCN(CCCn3c(=S)[nH]c4ncccc4c3=O)CC2)cc1
 : 1, 12, x, 1, -0.7, 8, -1.6, 5, 9, 9
44) Cc1ccc(F)c(S(=O)(=O)NC(=O)C2(C)CCN2C(=O)Cc2ccc(C(C)(C)C)cc2)c1 (centres undefined)
 : 6, x, -0.1, x, -3.2, x, x, x, -4, x
45) Cc1cc(-c2ccccc2)nc(Oc2ccc(C(C)(C)C)cc2)c1S(C)(=O)=O
 : -1, -1, -0.3, 7, -2.1, -23, -0.6, -6, 12, 5
46) COc1ccc(N2CCN(CCNC(=O)Nc3ccc(Cl)cc3)CC2)cc1
 : 2, 0, i, 0, -1.0, 3, -0.7, -6, 2, 3
47) O=C(OCc1ccc(F)cc1)c1cc2ccccc2cc1O
 : -1, 39, i, 0, 2.4, -33, 0.1, -2, 2, -1
48) CCS(=O)(=O)N1Cc2ccccc2CC1C(=O)Nc1nnc(SCc2ccc(C#N)cc2)s1 (centres undefined)
 : 0, 2, -0.2, 3, x, -11, 2.6, -17, 5, 1
49) COC(=O)COc1cccc2c(=O)n(CC(=O)NCc3ccccc3)ccc12
 : 2, 6, -0.1, 13*, x, -13&15, -1.2, -9, 10, 2
50) Cc1cccc(NC(=S)NC2CCCC2)n1
 : 1, 9, -0.2, 2, x, -7, -4.0, 0, 1, -5
51) O=C(NCCc1ccc(Cl)cc1)c1ncn[nH]1
 : 1, 24, i, 5, -0.6, 2, -1.1, 3, -1, 0
52) CCCCCOC(=O)C1[C@H]2C(=O)N(Cc3cccs3)C[C@]23C=C[C@H]1O3 (some centres undefined)
 : -1, 9, i, -3, 1.3, 1, 0.7, 8, -4, -2
53) NS(=O)(=O)c1ccc(NC(=O)CSC2CCCCC2)cc1
 : -1, 14, -11, 4, -1.0, -3, -0.1, 6, -10, 8
54) Cc1ccccc1Nc1c(-c2ccc(N3CCOCC3)cc2)nc2cnccn12
 : 0, 25, -0.5, -4, 5.3, -7, x, 8, 25, 8
55) C=CCN1C(=O)NC2(CCCCC2)C1=O
 : -3, 8, -2.9, -4, -3.4, -4, -1.2, -11, 6, 4
56) COc1ccc(N2C(=O)CN=C2Nc2nc(C)cc(C)n2)cc1
 : -4, -23, 2.1, 4, -0.9, -15, 1.3, 5, -2, 7
57) COc1ccc(CCN2CN(S(=O)(=O)c3ccccc3)c3nc4ccccc4nc32)cc1OC
 : 0, 8, -0.3, 2, x, -1, 0.9, -6, 1, -1
58) O=C(Sc1ccc(Cl)cc1)c1ccccn1
 : 0, x, -0.6, x, x, 2, -2.2, -3, -3, -5
59) Cc1cccc(C)c1NC(=O)CSc1nnc(-c2ccccc2)n1Cc1ccc2c(c1)OCO2
 : 0, -1, i, 1, x, 12, 2.1, 1, -2, 2
60) CCOC(=O)CCC(NC(=O)c1ccc(NCN2C(=O)c3ccccc3C2=O)cc1)C(=O)OCC (centres undefined)
 : 8, 15, -0.5, -1, -1.6, -11, 0.6, 9, 7, 4
61) N#Cc1c(Sc2ncc(C(F)(F)F)cc2Cl)nsc1C/C=N\OCc1c(F)cccc1Cl
 : 3, -2, i, 2, -1.1, x, 1.8, -3, 10, 10
